RAD52 anneal inh = inhibitors of human RAD52 DNA annealing. P43351. recombinant RAD52 DNA annealing, FRET fluorescence. inhibition, % at 18.7 µM. actives 0.46% (n = 360,000);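 active = every replicate showing at least 50% inhibition; inconclusive = mean inhibition at least 50% but not in every replicate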
Xi reactivation = activators of X-chromosome reactivation in mouse fibroblasts | XiGFP mouse fibroblasts, % GFP-positive cells imaging, 3 d; cells co-treated with 5-aza-dC sensitizer; scaled so ellipticine positive control = 100% | activation, % at 7.58 µM | actives 0.055% (n = 360,000) | AID 743238;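 active = mean normalized replicate activation at least 10% and every replicate at or above 10%; inconclusive = only one of the two criteria met; inactive = mean below 10% and not all replicates reach 10%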;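 also: 0% = median of on-plate neutral control wells and 100% = ellipticine 6 µM median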
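Assay system – SV40-immortalized XiGFP fibroblast cells, line 68-5-11 · Buffer or medium – DMEM supplemented with 5-aza-dC as sensitizing agent · Dosing – one concentration, pinned · Benchmarks – positive control ellipticine, 6 µM final · Times – 3 days compound exposure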
RAD54 inh = RAD54 (human) branch migration inhibition; actives 0.14% (n = 360,000); Q92698; RAD54 Holliday junction branch migration, FAM/BHQ fluorescence; AID 602329; inhibition, % at 10.4 µM;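 active = mean normalized replicate activity at least 40 and at least half of replicates scoring 40 or more; inconclusive = only one of the two criteria met; inactive = mean below 40 and under half of replicates reaching 40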;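 also: 0% = median of neutral control wells and 100% = median of positive control wells; inhibitors cause a drop in the FAM fluorescence signal; in these data hits start at about 50%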
esBAF inh = blocks esBAF chromatin remodeling in mouse ES cells | Bmi1-luciferase knock-in reporter, 24 h; 100% = twice the neutral-well signal | reporter increase, % at 12.5 µM | actives 2% (n = 350,000); in the data active = activation above about 40%; inconclusive = no clear call, values can overlap the other calls;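 also: 0% = median of the plate's neutral control wells and 100% = double that signal; a rise in the Bmi1 reporter signal indicates esBAF inhibition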
ERp5 inh = blocks human ERp5 reductase activity on insulin. ERp5 insulin aggregation, absorbance 650 nm, 90 min. inhibition, % at 9.99 µM. actives 0.05% (n = 350,000). Q15084;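 active = mean replicate inhibition above about 25%, with every replicate also reaching it, limit read from the data, passing the limit was not always enough; inconclusive = only one of those two criteria met; inactive = neither criterion met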
S100A4 inh HTS = S100A4-myosin IIA interaction inhibition | P26447 | S100A4/TAMRA-MyoIIA peptide fluorescence polarization | inhibition, % at 10.7 µM | actives 0.14% (n = 360,000) | AID 652163;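 active = mean inhibition of at least 70% across replicates, with every replicate also reaching that level; inconclusive = mean inhibition reaches 70% but some replicates fall short; inactive = mean inhibition below 70%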
Target sequence (P26447 whole entry, looked up): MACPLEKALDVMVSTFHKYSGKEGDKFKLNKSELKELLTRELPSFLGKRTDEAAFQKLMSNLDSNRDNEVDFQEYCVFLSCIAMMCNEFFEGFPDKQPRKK
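Material: human S100A4 monomer with TAMRA-labelled myosin IIA peptide; buffer or medium: HEPES pH 7.2 with CaCl2, KCl, NaCl, DTT, Triton; compound dosing: one concentration per compound; schedule: 5 min incubation before reading; benchmarks: neutral control DMSO, positive control TFP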
E-sel inducer = E-selectin induction on HUVECs. P16581. HUVEC E-selectin immunofluorescence imaging; normalized: neutral wells 0, TNF-alpha wells 100. activation, % at 7.58 µM. actives 0.37% (n = 260,000). AID 686992;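 active = mean E-selectin-positive cell signal at least 10% of the positive control, reached in at least 60% of replicates, without over 20% cell loss; inconclusive = no rule given, readout overlaps actives, possibly toxicity-flagged; inactive = the rest, including those meeting only one limit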;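 also: in these data hits start at about 27%; measured in HUVEC primary endothelial cells; signal is the percent of cells scored E-selectin positive by PE staining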
Target sequence (P16581 whole entry, looked up): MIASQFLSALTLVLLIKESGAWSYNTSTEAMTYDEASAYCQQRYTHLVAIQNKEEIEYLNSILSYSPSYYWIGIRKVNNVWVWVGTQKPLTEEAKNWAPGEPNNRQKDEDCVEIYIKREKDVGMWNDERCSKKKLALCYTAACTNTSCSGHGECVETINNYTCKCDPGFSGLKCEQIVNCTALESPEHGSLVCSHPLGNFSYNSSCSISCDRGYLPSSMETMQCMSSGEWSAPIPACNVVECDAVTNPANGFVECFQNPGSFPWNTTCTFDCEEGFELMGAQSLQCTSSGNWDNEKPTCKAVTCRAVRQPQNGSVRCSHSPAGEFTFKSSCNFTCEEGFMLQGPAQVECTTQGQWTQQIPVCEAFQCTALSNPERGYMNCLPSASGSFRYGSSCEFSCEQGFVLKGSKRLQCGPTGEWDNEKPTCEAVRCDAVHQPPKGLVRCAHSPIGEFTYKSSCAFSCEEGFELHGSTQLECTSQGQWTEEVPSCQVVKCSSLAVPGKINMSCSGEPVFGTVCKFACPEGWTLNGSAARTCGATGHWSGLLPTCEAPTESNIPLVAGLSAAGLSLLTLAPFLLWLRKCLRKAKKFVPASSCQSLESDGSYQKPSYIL
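System: HUVEC / Compound: single concentration / Signal: immunofluorescence imaging / Read-out: percent E-selectin-positive cells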
ERAP1 inh = inhibitors of human ERAP1 aminopeptidase. Q9NZ08. inhibition, % at 10.7 µM. actives 0.15% (n = 340,000). AID 652197. recombinant ERAP1, Leu-AMC fluorescence, 60 min;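 active = mean replicate inhibition of at least 30%, or all replicates individually reaching that 30% level; inactive = mean below 30% and not every replicate reaching it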;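 also: 0% = neutral control wells and 100% = L-leucinethiol positive control wells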
Active calls of the source: *; i = inactive; u = inconclusive; x = not tested or not shown.

canonical_smiles	RAD52 anneal inh	Xi reactivation	RAD54 inh	esBAF inh	ERp5 inh	S100A4 inh HTS	E-sel inducer	ERAP1 inh
Cc1cc(C)c(C#N)c(SCC(=O)N(CC(C)C)C2CCS(=O)(=O)C2)n1 (configuration not stated)	6	0.0	6	-4	-5	-2	-0.1	4
COc1ccc(NC(=O)C(Cc2cc(C)cc(C)c2)C(C)C(=O)O)cc1 (configuration not stated)	-25	0.0	-7	-3	4	-4	x	0
Cc1cc(C(=O)Nc2ccon2)c(C)o1	-7	0.1	-1	-3	0	4	-0.1	-3
O=C(O)c1cc(NC(=O)c2cccc(F)c2)cc(NC(=O)c2cccc(F)c2)c1	5	0.0	-8	5	1	-9	x	2
O=C(/C=C/c1ccccc1[N+](=O)[O-])Nc1ccc(S(=O)(=O)Nc2ncccn2)cc1	-30	-0.1	-14	x	-1	-1	0.1	-9
COCC1CCN(C(=O)c2cc(COc3ccc(F)cc3F)on2)C1 (configuration not stated)	7	0.0	-13	6	1	-1	x	-1
CCOC(=O)CC(N)c1cccc([N+](=O)[O-])c1 (configuration not stated)	-9	0.0	x	x	-1	2	-0.2	4
CCCNC(=O)N[C@@H]1CC[C@H](CC(=O)NC2CCCCC2)O[C@H]1CO	-6	-1.3	-2	-1	-3	6	-0.2	-1
CCOC(=O)C1CCCN(C(=S)Nc2ccc(F)cc2)C1 (configuration not stated)	-8	2.3	x	x	-4	0	0.3	1
Cc1cccc(NC(=O)CCOc2ccccc2)c1C	2	0.2	-15	-5	0	-6	x	-3
Cc1ccc(S(=O)(=O)N(C)C[C@H]2Oc3cc(C#CC4CCCC4)ccc3S(=O)(=O)N([C@H](C)CO)C[C@@H]2C)cc1	-6	0.2	6	4	-6	1	0.1	2
CC(=O)Nc1ccc(S(=O)(=O)N[C@@H](C)C(=O)OCC(=O)Nc2ccc3c(c2)OCCO3)cc1	-1	-0.1	0	-4	0	-4	x	0
C[C@H]1CN([C@@H](C)CO)C(=O)c2cccc(NC(=O)C3CCOCC3)c2O[C@@H]1CN(C)Cc1ccc(Oc2ccccc2)cc1	11	0.1	-18	-6	-2	-7	-19	-3
Cc1onc(-c2c(F)cccc2Cl)c1C(=O)OCC(=O)N1C(C)CCCC1C (configuration not stated)	-2	0.2	x	x	0	-5	-0.1	1
COc1cc(F)ccc1-c1cc(C(=O)NCc2ccc(F)cc2)[nH]n1	4	0.7	6	3	3	6	1.3	-1

The list goes on:
canonical_smiles	RAD52 anneal inh	Xi reactivation	RAD54 inh	esBAF inh	ERp5 inh	S100A4 inh HTS	E-sel inducer	ERAP1 inh
Nc1ccn([C@@H]2O[C@H](C(=O)N[C@H]3c4ccccc4C[C@H]3O)[C@@H](O)[C@H]2O)c(=O)n1	-18	0.0	-3	11	-3	-8	0.0	0
N=C(N)c1ccc(N=Nc2c(O)ccc3c2[nH]c2ccccc23)cc1	102*	0.1	x	x	8	-5	0.0	14
CO[C@H]1CN(C)C(=O)c2ccc(NC(=O)C3CC3)cc2OC[C@@H](C)N(C(=O)c2ccccc2)C[C@@H]1C	13	-0.7	2	0	-5	3	0.0	-1
COc1ccc([C@H]2C[C@@H](n3cc(-c4ccc(F)cc4)nn3)[C@H](O)CN2CC2CCCCC2)cc1	-13	-0.1	-4	-6	-3	-2	-0.1	1
Cc1ccc(C)c(-n2c(SCC(=O)Nc3nonc3C)nnc2-c2ccoc2C)c1	-23	x	-8	8	-11	-3	x	11
CC(C)c1cn(CC[C@H]2CC[C@@H](NC(=O)c3cccc(F)c3)[C@H](CO)O2)nn1	1	0.2	-1	-1	-2	8	-0.4	1
COCCn1c(N)c(N(Cc2ccccc2)C(=O)Cc2ccccc2F)c(=O)[nH]c1=O	-19	-0.1	15	0	5	-4	4.8	-2
CCn1c(Sc2ccc([N+](=O)[O-])cn2)nnc1-c1ccco1	-3	0.2	x	x	-2	1	-0.1	0
Cc1ccc(NC(=S)NN2CCN(C)CC2)c(C)c1	5	0.3	x	x	-6	1	0.2	-2
COc1cccc(/C=N/NC(=O)COc2cccc3cccnc23)c1O	-2	-0.1	-2	8	-1	-3	-0.1	3
Cc1cccc(N2C(=O)N3[C@H]4c5ccccc5OC[C@@H]4[C@@H](c4ccccc4)[C@@]3(C)C2=O)c1	-8	0.0	12	-4	-3	-5	-0.1	1
CCNCc1cc([N+](=O)[O-])ccc1OCC	-6	0.0	x	2	4	-2	2.8	-2
CCOC(=O)c1c(/N=C/c2ccc(C)cc2O)sc2c1CCC2	-17	0.1	x	x	7	-2	-0.1	1
O=C1c2ccccc2S(=O)N1c1cccc(F)c1 (configuration not stated)	-16	-0.1	2	0	2	-2	0.0	0
Cc1noc(C)c1S(=O)(=O)Nc1ccc2c(c1)CC(=O)N([C@H](C)CO)C[C@@H](C)[C@@H](CN(C)CC1CC1)O2	12	0.0	2	-1	-1	-2	-0.1	2

(further entries)
canonical_smiles	RAD52 anneal inh	Xi reactivation	RAD54 inh	esBAF inh	ERp5 inh	S100A4 inh HTS	E-sel inducer	ERAP1 inh
Cc1ccc(CC(=O)OCC(=O)c2ccc[nH]2)cc1C	-7	0.3	0	9	5	-1	x	5
CC(C)CC#Cc1ccc([C@H]2[C@H](CO)N3C(=O)CN(C(=O)NC4CCCCC4)C[C@@H]23)cc1	1	0.8	x	x	4	-1	0.0	-1
O=S(=O)(Nc1cccc(Cl)c1)c1cccc(-n2cnnn2)c1	-18	0.3	4	6	-5	-2	x	4
Cc1ccc(CNC(=O)c2ccc(N3CCC4(CC3)CC(c3ccccc3)=NO4)c(NC(=O)c3ccco3)c2)cc1	-17	0.0	-5	1	-4	3	-0.5	3
Cc1ccc(S(=O)(=O)N(C)c2ccc(C(=O)N(C)Cc3nc4ccccc4c(=O)[nH]3)cc2)cc1	-3	0.0	-8	0	1	-1	0.2	-7
COCc1cc(/C=N\NC(=O)COc2ccccc2)ccc1OC	-10	0.0	x	x	2	0	-0.3	4
COc1ccc(S(=O)(=O)N2CCN(C)CC2)cn1	-4	0.1	12	x	0	-5	-0.7	-1
CCC1(CC)NC(=S)NC1=S	-7	0.5	2	-5	2	-15	0.1	-4
Cc1noc(C)c1S(=O)(=O)N(C)C[C@H]1OCCCC[C@H](C)Oc2ccc(NS(=O)(=O)c3cccs3)cc2C(=O)N([C@H](C)CO)C[C@H]1C	-18	0.1	0	-10	-6	-7	-0.4	3
CCC(=O)c1ccc(OCC(=O)c2ccc3c(c2)NC(=O)CO3)cc1	-4	0.4	x	x	2	-9	-0.6	x
Cc1ccccc1-c1cnc2c(c1)C(=O)N([C@H](C)CO)C[C@H](C)[C@@H](CN(C)C(=O)c1ccc(F)cc1)O2	2	0.1	1	4	4	-2	-0.1	-1
O=C(c1cc2ccccc2cc1OCC(O)CN1CCCCC1)N1CCCCC1 (configuration not stated)	-19	-0.2	-12	-13	-8	-13	0.3	-1
C[C@@H]1CN([C@@H](C)CO)C(=O)c2cc(C#CC3CCCC3)cnc2O[C@H]1CN(C)C(=O)c1ccncc1	0	-0.1	0	10	-1	-5	1.6	4
CCCC(C)(C)C(=O)N1CCC1(C)C(=O)Nc1cccc(OC)c1 (configuration not stated)	6	0.1	1	1	3	-22	0.1	5
CCCc1cc(=O)[nH]c(SCC(=O)NC2CCCCC2)n1	-4	x	-5	-4	5	0	x	-3

Next part
canonical_smiles	RAD52 anneal inh	Xi reactivation	RAD54 inh	esBAF inh	ERp5 inh	S100A4 inh HTS	E-sel inducer	ERAP1 inh
NC(c1csc(Nc2ccccn2)n1)c1ccccc1Cl (configuration not stated)	9	0.0	-9	6	-2	-3	0.0	2
O=C(Nc1nccs1)C1CCN(S(=O)(=O)c2cccnc2)CC1	-3	0.0	2	-1	2	-1	-0.2	1
O=C(C[C@@H]1CC[C@H](NC(=O)c2ccncc2)[C@H](CO)O1)NCc1ccncn1	10	-0.4	x	x	-3	-17	-0.5	0
CC(C)CCN1C(N(C)C)=NC[C@@H]1C	-2	-0.2	-3	-1	-4	4	0.0	-2
Clc1ccc(OCc2nc3ccccc3[nH]2)cc1	-35	0.2	-1	85*	0	5	10	-2
CCOC(=O)Nc1ccc2c(c1)N(C(=O)CN)c1ccccc1CC2	-19	0.0	-12	0	u	0	x	-3
CC(=O)NCCNS(=O)(=O)c1ccc(C)c([N+](=O)[O-])c1	-2	0.0	x	x	-4	-4	-0.2	3
CSC1=NSC2=NC(=O)/C(=C/c3coc4ccccc4c3=O)C(=N)N12	i	0.0	x	13	13	-14	-1.2	1
CCOC(=O)c1sc(NC(=O)c2cccc(S(=O)(=O)N3CCc4ccccc43)c2)c(C#N)c1C	-26	0.5	8	-43	6	-4	-2.3	x
O=C(NC(=S)Nc1cc(Cl)ccc1O)c1cccc(Br)c1	-3	0.1	1	39	2	-11	x	3
O=C(c1cccc(F)c1)N1CC2(C1)[C@@H](c1ccccc1)[C@@H](CO)N2Cc1ccccn1	-2	0.1	x	x	2	-1	0.1	-2
CC(C)OP(=O)(OC(C)C)C(C)NC(=O)Cc1ccccc1 (configuration not stated)	-12	0.0	x	x	2	-1	-0.1	-5
Cc1cc(OC(=O)c2ccccc2)c([N+](=O)[O-])c(=O)[nH]1	-8	0.1	-13	x	u	3	x	-1
Cc1noc(C(=O)Nc2ccc(F)c(Cl)c2)c1Cl	-1	0.0	12	49*	-2	0	0.0	1
COc1ccc(NC(C)=O)cc1S(=O)(=O)Nc1ccccc1C(=O)N1CCCC1	-9	-0.1	x	x	4	-24	x	-2
C=CCNc1nc2c(c(=O)[nH]c(=O)n2C)n1CCOc1ccccc1	-3	0.0	1	-8	1	1	x	-4

Single entries from the results shown:
Cc1onc(-c2c(F)cccc2Cl)c1C(=O)OCC(=O)N1C(C)CCCC1C (configuration not stated) in S100A4 inh HTS: -5
CC(=O)NCCNS(=O)(=O)c1ccc(C)c([N+](=O)[O-])c1 in Xi reactivation: 0.0

No enrichment for hits, and some 2.5% of all compounds hit somewhere here.
